# MsrA inhibitor: bovine MsrA enzyme inhibitors, primary screen, biochemical, absorbance, HTS | Methionine sulfoxide reductase A (Bos taurus) | purified bovine MsrA, absorbance read-out | inhibition, % at 15.5 µM | 0.75% of 360,000 active | AID 651718, 2012; in the data active means inhibition above about 4.5%;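 further: 0% = vehicle wells with enzyme and 100% = reference inhibitor wells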
# * marks the source's active call; other numbers are inactive results.
Molecule	MsrA inhibitor
CCCCCOc1ccc(N2C(=O)C(C)CNC2=S)cc1 (configuration not stated)	-1.4
CCOc1cccc(C=NNc2nc(=O)cc(C(=O)OC)s2)c1O	0.5
Nc1nc(Nc2cccc3ccccc23)nc(C2CCCC2=O)n1 (configuration not stated)	1.4
C#CCN1C[C@@]2(O)CC[C@@H](O)[C@@H](OC)[C@@H]2[C@@]1(C)[C@H](O)CC=C(C)C	0.3
CC(C)Cn1cc(C(=O)NC2CCN(Cc3ccccc3)CC2)c2c3ccccc3n(C)c2c1=O	0.3
O=C(Nc1ccc2ccccc2c1)C(=O)C1C(=O)Nc2ccccc21 (configuration not stated)	-0.1
COc1ccc(OC)c(CC(NC(C)=O)C(=O)NC2CCN(c3nnnn3-c3ccccc3)CC2)c1 (configuration not stated)	-0.9
O=C(NCc1ccccc1)[C@@H]1CCCN1C(=O)[C@H]1CCCN1C(=O)c1cccc(F)c1	0.9
COC(=O)C1=C(C)N(C)C(=NCc2cccc(C(F)(F)F)c2)NC1c1ccc(Cl)cc1 (configuration not stated)	-1.4
CCn1c(O)c(C2=c3ccccc3=NC2=O)c2cc(Br)ccc21	1.7
C#CCN(Cc1cccc(F)c1)C(=O)c1nnc2c3ccccc3n(S(=O)(=O)c3ccc(C)cc3)c2n1	-0.4
CC(C)c1[nH]nc2c1C(c1ccccc1)NC2=O (configuration not stated)	-0.5
O=S1(=O)N[C@H](Cc2ccccc2)COc2cccc(N3CCCC3)c21	2.6
O=C1C2C3C=CC(C3)C2C(=O)N1c1ccc(-c2nc(-c3ccccc3)nc3ccccc23)cc1 (configuration not stated)	-0.8
C=CCN1[C@@H](C)[C@H](c2ccccc2)Oc2cccc(N3CCCC3)c2S1(=O)=O	-0.5
Cc1ccc(C2NC(=O)c3n[nH]c(C)c32)cc1 (configuration not stated)	0.7
CCCCCCCCN1C(=O)[C@@H](CC(=O)N2CCOCC2)C[C@@]2(C(=O)OC)C1=C[C@H](C(C)(C)C)O[C@@H]2C	0.3
COc1ccccc1Cc1c(-c2cccc(Br)c2)nc2ccc(C)cn12	0.5
COC(=O)[C@]12C[C@H](CC(=O)NCCCCc3ccccc3)C(=O)N(Cc3ccccc3)C1=C[C@H](C(C)C)O[C@@H]2C1CC1	-0.2
C[C@@H]1CN([C@@H](C)CO)C(=O)CCCn2cc(nn2)CO[C@H]1CN(C)C(=O)Nc1cccc2ccccc12	-0.2
O=C(C(=O)N1CCN(S(=O)(=O)c2ccc(Cl)cc2)CC1)c1cccc(C(F)(F)F)c1	0.7
C=C(C)COc1ccc(-c2nc(N)ncc2-c2ccc(OC)cc2)c(O)c1	2.0
COC(=O)c1cc2c(c3c4cc(OC)ccc4n(S(=O)(=O)c4ccc(F)cc4)c13)C(=O)N(CC(C)C)C2	1.0
C[C@@H]1CN([C@@H](C)CO)C(=O)CCCn2cc(nn2)CO[C@H]1CN(C)C(=O)C1CC1	2.7

# 2 records drawn at random from the list so far:
Molecule	MsrA inhibitor
CC(C)c1[nH]nc2c1C(c1ccccc1)NC2=O (configuration not stated)	-0.5
Cc1ccc(C2NC(=O)c3n[nH]c(C)c32)cc1 (configuration not stated)	0.7

# New compounds follow
Molecule	MsrA inhibitor
COc1ccc(-c2ccc3c(n2)CCCN3S(=O)(=O)c2ccc(C)cc2)cc1	1.4
Cc1cc(Br)c2nc(-c3cccc(Br)c3)c(Cc3cccc(Cl)c3)n2c1	-0.1
CN1CCCCC(NC(=O)c2ccc(C#N)cc2)C1=O (configuration not stated)	0.0
CNC(=S)NNC(=O)c1cccn(Cc2ccc(Cl)cc2Cl)c1=O	1.2
O=c1[nH]c2ccccc2c(O)c1-c1cc2ccccc2oc1=O	2.0
Cc1cc(OCCN2CCCCC2)nc2ccccc12	-1.7
COc1ccc(CN2CCNC(=O)C2CC(=O)NCc2csc(C(C)C)n2)c(OC)c1 (configuration not stated)	0.6
COc1ccc(N/C(=C\C(=O)c2ccccc2)c2ccccc2)cc1OC	1.3
Cn1c(=O)c2c(nc(NCCCN3CCOCC3)n2Cc2ccc(Cl)c(Cl)c2)n(C)c1=O	0.9
Cc1ccccc1CN1[C@@H](C)[C@H](c2ccccc2)Oc2cccc(NCCc3ccccc3)c2S1(=O)=O	-0.2
CC(C)C[C@H]1COc2cc(NCCCN3CCOCC3)ccc2S(=O)(=O)N1	-0.7
CCn1c2ccc(OC)cc2c2nc3ccccc3nc21	1.6

# Among those listed so far, these have a Cl atom:
Molecule	MsrA inhibitor
COC(=O)C1=C(C)N(C)C(=NCc2cccc(C(F)(F)F)c2)NC1c1ccc(Cl)cc1 (configuration not stated)	-1.4
O=C(C(=O)N1CCN(S(=O)(=O)c2ccc(Cl)cc2)CC1)c1cccc(C(F)(F)F)c1	0.7
Cc1cc(Br)c2nc(-c3cccc(Br)c3)c(Cc3cccc(Cl)c3)n2c1	-0.1
CNC(=S)NNC(=O)c1cccn(Cc2ccc(Cl)cc2Cl)c1=O	1.2
Cn1c(=O)c2c(nc(NCCCN3CCOCC3)n2Cc2ccc(Cl)c(Cl)c2)n(C)c1=O	0.9

# (more compounds)
Molecule	MsrA inhibitor
CCOC(=O)C1=CCN(S(=O)(=O)c2ccccc2Cl)C1c1ccc(Cl)cc1 (configuration not stated)	0.3
Cn1cc(CC(=O)Nc2ccc(Nc3cccnc3)c(Br)c2)c2ccccc21	0.1
Cc1cc2c(c(=O)o1)[C@@]1(C(=O)N(C)c3ccccc31)C1=C(CCC1=O)O2	0.8
CCN(CC)C(=O)c1ncn2c1C(=O)NC[C@@H]2C	1.2
Cc1nc2c(C(=O)N3CCOCC3)cnn2c(C)c1Cc1cccc(Cl)c1	1.6
Cc1ccc(Cn2c(C(C)Nc3nc(C)cs3)nc3cc(Cl)c(Cl)cc32)cc1 (configuration not stated)	-0.5
CN1OC[C@@H]2CN(C(=O)C3CCCCC3)[C@H](c3ccc(N4CCCCC4)cc3)C[C@@H]21	-0.4
Cn1c(=O)[nH]c(=O)c2c1nc(Br)n2C/C=N/NC(N)=S	0.2
COc1cccc(C(=O)N[C@@H](Cc2cccnc2)C(=O)N2CCC[C@H]2C(=O)NCCc2ccccc2Cl)c1	-0.9
COc1ccccc1C(=O)N1CCC2CCN(C(=O)c3ccccc3)C2C1 (configuration not stated)	0.2
Cc1onc(-c2c(F)cccc2Cl)c1C(=O)Nc1cccc(S(=O)(=O)N2CCCCC2)c1	0.1
Cc1cc2c(c(=O)o1)[C@@]1(C(=O)N(C)c3c(Br)cccc31)C1=C(CCCC1=O)O2	0.1
Cc1c(C(=O)N2CC(C)OC(C)C2)sc2nc(-c3ccccc3)cn12 (configuration not stated)	0.0
CCCCCCCCN1C(=O)[C@@H](CC(=O)NCc2cccc3ccccc23)C[C@@]2(C(=O)OC)C1=C[C@H](C(C)(C)C)O[C@@H]2C	0.3
Nc1ccn([C@@H]2O[C@H](C(=O)N[C@H](Cc3ccccc3)C(=O)NCC(=O)N3CCOCC3)[C@@H](O)[C@H]2O)c(=O)n1	0.7
Cc1occc1-c1nnc(SCC(=O)Nc2nccs2)n1CCc1ccccc1	2.8
OCC[C@@H]1C[C@H](O)[C@@H](O)[C@@]2(OCCc3cc(C(F)(F)F)ccc32)O1	-0.2
CCCN(C(=O)CCc1cn(CCC)c2ccccc12)c1ccc(Oc2cccnc2)cc1	0.6
O=C(C(=O)N1CCC(CNS(=O)(=O)c2ccc(C(F)(F)F)cc2)CC1)c1cccs1	0.9
CCc1ccc(-n2c(SCC(=O)Nc3ccc(C(=O)O)cc3)nnc2-c2ccncc2)cc1	0.8
S=C1NCN(CC2CC2)CN1	0.7
CCCN1CCCCC(NC(=O)c2ccc(C)cc2C)C1=O (configuration not stated)	0.7
Cn1cc(CCOCc2ccccc2)c2ccccc21	0.4
CCCCNC(=O)C[C@H]1C[C@@]2(C(=O)OC)C(=C[C@H](C(C)(C)C)O[C@@H]2C)N(Cc2ccccc2)C1=O	-0.5

# Quoted from the listing.
# `OCC[C@@H]1C[C@H](O)[C@@H](O)[C@@]2(OCCc3cc(C(F)(F)F)ccc32)O1` in MsrA inhibitor = -0.2
# `S=C1NCN(CC2CC2)CN1` in MsrA inhibitor = 0.7

# Continuation.
Molecule	MsrA inhibitor
O=C(NC(CC1=CCCCC1)c1ccc2ccccc2c1)C(F)(F)F (configuration not stated)	-0.2
Cc1ccc(C)c(N2CCN(C(=O)CC3Sc4ccccc4NC3=O)CC2)c1 (configuration not stated)	-0.2
O=C1CC2c3cc(-c4cc5ccccc5o4)ccc3CCN2C(=O)CN1Cc1ccccc1 (configuration not stated)	2.2
O=C(Cc1ccc(NC(=O)C2CCN(C(=O)C3CCCC3)CC2)cc1)Nc1cccc(C(=O)N2CCCC2)c1	0.4
COC(=O)c1cc(C(=O)c2ccccc2)n2c(=O)/c(=C\N(C)C)sc12	-1.0
CSCCC1NC2(C(=O)Nc3ccc(Cl)cc32)[C@@H]2C(=O)N(C3CCCC3)C(=O)[C@H]12 (some centres not stated)	-1.2
Cc1cc(NC(=O)COc2cccc3cccnc23)no1	-0.7
Cc1[nH]c2ccccc2c1CC(=O)Nc1ccc(Nc2cccnc2)c(-c2ccc(F)c(F)c2)c1	0.7
COc1ccc2[nH]cc(C(=O)CN3CCN(C/C=C/c4ccccc4)CC3)c2c1	0.0
Cc1ccccc1CN1CCN(C(=O)[C@H]2O[C@@H](n3cnc(C(N)=O)n3)[C@H](O)[C@@H]2O)CC1	-1.6
O=Nc1ccc(Cl)cn1	0.2
C#CCOCCOCCOCCNc1nc(N2CCN(C(=O)C([C@@H](C)CC)n3cc(C(N)COC(=O)C(F)(F)F)nn3)CC2)nc(N2CCN(C(=O)C([C@@H](C)CC)n3cc(C(N)CC(C)C)nn3)CC2)n1 (some centres not stated)	-1.4

# Further records
compound	MsrA inhibitor
Cc1ccccc1S(=O)(=O)N1CCCc2nc(-c3ccccc3)ccc21	-0.6
O=C(NS(=O)(=O)c1cccc(F)c1)[C@H]1O[C@@H](n2ccc(=O)[nH]c2=O)[C@H](O)[C@@H]1O	-1.5
O=S(=O)(N1CCCCC1)n1nnc2cc3ccccc3cc21	1.1
C#CCN1CC(COCCCC)Oc2cccc(Oc3ccc(C(C)(C)C)c(C)c3)c2S1(=O)=O (configuration not stated)	0.1
C[C@H](CO)N1C[C@H](C)[C@@H](CN(C)C(=O)Nc2ccc(C(F)(F)F)cc2)OCc2cn(nn2)CCCC1=O	1.1
COC(=O)C1=C(C)N(C)C(=NCC2CC2)NC1c1ccc(F)cc1 (configuration not stated)	-0.6
CCc1cc2c(nc1CC)CCCN2S(=O)(=O)c1c(C)noc1C	0.6
COC(=O)[C@]12C[C@H](CC(=O)NCCCN3CCCC3=O)C(=O)N(CCC3=CCCCC3)C1=C[C@H](C(C)(C)C)O[C@@H]2C	1.1
Cc1onc(-c2ccccc2)c1C(=O)NCC1CCN(C(=O)C(=O)c2cccs2)CC1	-0.2
C[C@@H]1ON(C)[C@H]2C[C@H]3c4cc(Br)ccc4CCN3C[C@@H]12	2.0
Cc1cc(N2CCN(C(=O)OC(C)(C)C)C[C@H]2C)ccc1N1CC[C@@H](O)C1	-0.2
O=C1CC(Cc2ccccc2)C(=O)N1CCCn1ccnc1 (configuration not stated)	-1.4
C[C@@H]1CN([C@@H](C)CO)C(=O)CCCn2nncc2CO[C@H]1CN(C)CC1CC1	0.4
CCC(C)NC(=S)N1CCN(C)CC1 (configuration not stated)	0.9
COC(=O)[C@]12C[C@H](CC(=O)N3CCN(C(=O)c4ccco4)CC3)C(=O)N(CCC3=CCCCC3)C1=C[C@H](COCc1ccccc1)O[C@@H]2C	-0.2
CCC(c1nc2ccccc2[nH]1)n1c(-c2ccc3cc[nH]c3c2)nc2ccccc21 (configuration not stated)	0.2
CCN(C(=O)CCc1cn(CC)c2ccccc12)c1ccc(Oc2cccnc2)cc1	0.1
O=C1NCCCC2c3cc(O)c4ccccc4c3OC12N1CCCCC1 (configuration not stated)	3.1
NC(=O)[C@@H]1CCCN1C(=O)[C@H]1O[C@@H](n2ccc(N)nc2=O)[C@H](O)[C@@H]1O	1.1
CCOCCCNC(=O)Cc1ccc(F)cc1	-0.6

# Arranged by heavy-atom count (high to low): part of the list above.
compound	MsrA inhibitor
COc1ccc2[nH]cc(C(=O)CN3CCN(C/C=C/c4ccccc4)CC3)c2c1	0.0
Cc1cc2c(c(=O)o1)[C@@]1(C(=O)N(C)c3ccccc31)C1=C(CCC1=O)O2	0.8
Cc1c(C(=O)N2CC(C)OC(C)C2)sc2nc(-c3ccccc3)cn12 (configuration not stated)	0.0

# Next part:
compound	MsrA inhibitor
COc1ccccc1CCn1cnc(-c2ccccc2OC)c1C(C)C	0.0
O=C(NCC1CCN(C(=O)C(=O)c2cccs2)CC1)c1ccc2ccccc2c1	0.3
O=C(Cn1c(N2CCN(C/C=C/c3ccccc3)CC2)nc2ccccc21)c1ccccc1	-0.5
COc1ccc(C2CC(=O)C(c3cccc(Cl)c3)=CN2Cc2ccccc2)cc1 (configuration not stated)	1.1
O=C(N[C@H](Cc1ccccc1)C(=O)N1CCN(CC(=O)N2CCCC2)CC1)[C@H]1O[C@@H](n2ccc(=O)[nH]c2=O)[C@H](O)[C@@H]1O	-0.6
CCN(CC)c1ccc2cc(C(N)=O)/c(=N\NC(=O)c3ccncc3)oc2c1	0.5
CC1=NC2=CC=CC3=NC(C(Cl)(Cl)Cl)=NC(=N1)N23	0.6
COc1ccccc1-c1ccc(OCCCN2CCC(C(O)(c3ccccc3)c3ccccc3)CC2)cc1	-0.1
N#CCS(=O)(=O)c1cccc[n+]1[O-]	0.6
C[C@H](CO)N1C[C@H](C)[C@@H](CN(C)C(=O)Nc2ccc(-c3cccs3)cc2)OCc2cn(nn2)CCCC1=O	0.5
Nc1[nH]c(C(=O)c2ccccc2)c(-c2ccc(Cl)cc2Cl)c1C(=O)c1ccccc1	-0.2
COc1ccc(C2O[C@@H](C)[C@@H]3C(=O)N4CCc5c([nH]c6ccccc56)[C@@H]4C[C@@H]3N2C)cc1 (some centres not stated)	-0.8
CCCCc1ccc(NC(=O)COc2ccc(C(=O)Nc3ccccc3OC)cc2)cc1	-0.4
O=S(=O)(NCc1ccc(Cl)c(Cl)c1)c1cc(Cl)ccc1N1CC[C@@H](O)C1	-0.6
NC(=O)c1ncn([C@@H]2O[C@H](C(=O)N3CCN(Cc4ccccn4)CC3)[C@@H](O)[C@H]2O)n1	-0.6
Nc1nc(Cl)cc(NCCc2ccccc2)n1	0.5
CCCCNc1ccc2c(c1)OC[C@H](Cc1ccccc1)NS2(=O)=O	0.1

# An excerpt (hit frequency here may not be typical).
